TrxR1 substrate = is turned over as a substrate by rat TrxR1; O89049; purified TrxR1 substrate turnover, NADPH consumption readout; Potency, µM (titrated, usually from 114 µM), for the others: at the top dose activity change, negative = substrate turnover; actives 0.01% (n = 390,000); AID 588456; note: potency is the fitted concentration of half-maximal effect; % is set by controls: 0 for no effect and ±100 for the full control effect; nearly all actives have a fitted effect of over 50% in size
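Rat TrxR1, dispensed at 90 nM, was prereduced with 400 uM NADPH (final) for 5 min at ~22 deg C, then incubated with compound 15 min before 400 uM selenite. A first-read NADPH fluorescence drop versus no-compound background flagged substrates.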
PI4K2A block = PI4K2A (human) kinase inhibition; Q9BTU6; purified PI4K2A, ADP-Glo luminescence, 1 h; hits give low values; activity change, negative = inhibition, % at 76.9 µM; actives 0.13% (n = 420,000); AID 1346378; in the data active = activity change below about -50%; inconclusive = mostly about -30% to -49%;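 note: -100% = wells without enzyme as full effect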
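PI4K2A activity was measured by ADP-Glo luminescence: enzyme (4 ug/mL stock) and phosphatidylinositol (1.2 mM stock) in Tris pH 7.5/MgCl2/EGTA/Triton X-100 buffer were reacted with ATP (300 microM stock) for one hour at ambient temperature.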
GLS inh = inhibitors of human glutaminase (GLS) | Potency, µM (doses to about 45.5 µM), inactives show at the highest dose activity change, negative = inhibition, most hits filed as inhibitors | AID 624170 | GLS enzymatic activity, qHTS titration | actives 0.21% (n = 410,000) | O94925; note: potency is the fitted concentration of half-maximal effect; % is set by controls: 0 for no effect and ±100 for the full control effect
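hKGA in 45 mM KH2PO4 pH 8.2, 0.02% Tween-20 with pin-transferred compounds; 1 mM L-glutamine (stock) plus glutamate oxidase/HRP/Amplex Red coupling added. Fluorescence read initially and after 30 min at RT.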
USP1 inh = blocks the human USP1/UAF1 deubiquitinase complex | O94782 | recombinant USP1/UAF1, Ub-Rhodamine cleavage fluorescence | Potency, µM (series often up to 57.1 µM), inactives show top-dose activity change, negative = inhibition, hits mostly inhibitors | actives 0.23% (n = 390,000) | AID 743255; note: potency is the fitted concentration of half-maximal effect; % is set by controls: 0 for no effect and ±100 for the full control effect; nearly all actives have a fitted effect of over 60% in size; inactives centre near -12
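USP1/UAF1 complex at 1 nM was preincubated with compound for 15 min at room temperature, then Ub-Rho substrate (150nM final) was added. Fluorescence (480/540 nm) was read kinetically, 6 reads every 60 seconds.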
TrxR1 inh = inhibitors of rat thioredoxin reductase 1 | Potency, µM (series often up to 114 µM), inactives show top-dose activity change, negative = inhibition, most hits filed as inhibitors | actives 1% (n = 390,000) | recombinant rTrxR1, NADPH fluorescence consumption, selenite substrate; note: potency is the fitted concentration of half-maximal effect; % is set by controls: 0 for no effect and ±100 for the full control effect; nearly all actives have a fitted effect of over 65% in size
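Rat TrxR1 (90 nM in the dispensed reagent) was pre-reduced with 400 uM NADPH for 5 min at room temperature, then incubated with compound for 15 min. After 400 uM selenite was added, NADPH fluorescence (Ex 340/Em 450 nm) was followed for 8 min.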
mIDH1 inhibitor = human IDH1 R132H inhibition; O75874; IDH1-R132H enzyme, NADPH consumption, diaphorase/resazurin fluorescence; AID 602179; actives 0.093% (n = 390,000); Potency, µM (titrated, usually from 76.6 µM), without a hit: at the top dose activity change, negative = inhibition, actives largely listed as inhibitors; note: potency is the fitted concentration of half-maximal effect; % is set by controls: 0 for no effect and ±100 for the full control effect; nearly all actives have a fitted effect of over 65% in size
Target sequence (O75874 whole entry R132H, stated change not applied): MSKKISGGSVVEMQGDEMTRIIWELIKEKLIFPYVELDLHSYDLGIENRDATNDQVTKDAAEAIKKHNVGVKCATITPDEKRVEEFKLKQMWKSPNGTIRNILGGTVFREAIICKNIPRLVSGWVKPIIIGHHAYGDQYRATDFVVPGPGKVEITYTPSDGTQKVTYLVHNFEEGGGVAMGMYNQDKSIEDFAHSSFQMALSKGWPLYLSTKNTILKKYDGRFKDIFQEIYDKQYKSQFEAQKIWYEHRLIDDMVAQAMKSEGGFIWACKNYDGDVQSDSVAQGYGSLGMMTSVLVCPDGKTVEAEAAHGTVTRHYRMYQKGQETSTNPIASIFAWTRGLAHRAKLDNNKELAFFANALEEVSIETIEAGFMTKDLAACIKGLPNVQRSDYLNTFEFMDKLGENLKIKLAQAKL
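IDH1-R132H (0.5 ug/mL dispensed) in pH 7.5 Tris buffer was preincubated 30 min with compound, then given a substrate mix of 0.016 mM NADPH and 2 mM alpha-KG for 80 min at room temperature; remaining NADPH was read by diaphorase/resazurin fluorescence.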
PGK inhibitor = blocks T. brucei phosphoglycerate kinase | PGK/GAPDH coupled, Kinase-Glo luminescence, 60 min | P07378 | actives 0.043% (n = 380,000) | AID 602233 | Potency, µM (highest dose often 57.5 µM), for inactives: at the top dose activity change, negative = inhibition, actives largely listed as inhibitors; note: potency is the fitted concentration of half-maximal effect; % is set by controls: 0 for no effect and ±100 for the full control effect; nearly all actives have a fitted effect of over 60% in size
Target sequence (P07378 whole entry, looked up): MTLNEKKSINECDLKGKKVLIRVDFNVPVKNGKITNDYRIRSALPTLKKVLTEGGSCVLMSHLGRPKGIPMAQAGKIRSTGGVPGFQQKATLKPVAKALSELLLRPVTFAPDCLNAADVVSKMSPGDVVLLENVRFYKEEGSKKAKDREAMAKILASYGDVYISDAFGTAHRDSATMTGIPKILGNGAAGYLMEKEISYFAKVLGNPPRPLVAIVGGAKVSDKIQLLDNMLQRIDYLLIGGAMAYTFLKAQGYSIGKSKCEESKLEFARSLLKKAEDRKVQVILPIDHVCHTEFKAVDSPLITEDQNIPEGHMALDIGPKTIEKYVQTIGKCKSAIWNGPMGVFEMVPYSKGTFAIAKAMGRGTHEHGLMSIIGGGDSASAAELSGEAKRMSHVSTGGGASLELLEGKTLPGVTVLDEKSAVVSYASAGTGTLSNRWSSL
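Luminescent ATP detection (Kinase-Glo Plus) follows a 60-minute room-temperature incubation, with wells lacking PGK as controls. Buffer: 100 mM TEA (pH 7.6), 5 mM MgCl2, 0.01% Tween-20. Coupling enzyme GAPDH (100 nM final) supplies unstable 1,3-BPG in-well.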
Pin1 inhibitor = inhibitors of human Pin1; Pin1 FP peptide displacement, HiFluor488, 10 min; actives 0.009% (n = 390,000); Q13526; Potency, µM (titrated, usually from 115 µM), without a hit: top-dose activity, negative = inhibition, usual class: inhibitors; active = well fitted inhibition curve with a large enough effect in the polarisation, with a control signal flat, not every such curve was filed as active; inconclusive = small, poorly fitted or top-dose-only effect, or effect the other way, or a change in a side signal; inactive = no such curve, though single readings can be large or run the other way; the % refers to the polarisation; note: potency is the fitted concentration of half-maximal effect; % is set by controls: 0 for no effect and ±100 for the full control effect
HP1b binding inh = blocks HP1-beta chromodomain binding to methylated histone tails. P83916. AlphaScreen HP1-beta / biotin-H3K9me3 peptide binding. Potency, µM (top dose mostly 114 µM), for inactives: at the highest dose activity change, negative = inhibition, usual class: inhibitors. actives 0.56% (n = 390,000). AID 540317; note: potency is the fitted concentration of half-maximal effect; nearly all actives have a fitted effect of over 70% in size; inactives centre near 23
Target sequence (P83916 whole entry, looked up): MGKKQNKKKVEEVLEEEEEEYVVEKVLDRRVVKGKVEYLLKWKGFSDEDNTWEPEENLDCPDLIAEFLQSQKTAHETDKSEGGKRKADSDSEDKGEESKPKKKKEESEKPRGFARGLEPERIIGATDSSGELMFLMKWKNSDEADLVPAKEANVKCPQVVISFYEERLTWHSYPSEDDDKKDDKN
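Compound inhibition of the preformed complex between 50 nM HP1-beta and 50 nM biotinylated H3K9me3 peptide was read by AlphaScreen. Buffer was PBS pH 7.4 with 0.01% Tween-20. Incubations ran 30 min at room temperature, with 10 ug/mL donor/acceptor beads.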
The depositor's hits bear a star; i = inactive; ? = inconclusive; . = no result given; & = joins results of further samples; [ ] = dose if it differs, or a comment. Unless noted, calls come from the whole dose curve; as a rule, active = well fitted curve in the direction sought with a large enough effect; inconclusive = small, poorly fitted or top-dose-only effect, or another doubt; inactive = no such curve, though single readings can be large; an effect the other way counts as inactive or inconclusive. These rows are one share of the data; count on the stated rates, not on these rows.

SMILES	TrxR1 substrate	PI4K2A block	GLS inh	USP1 inh	TrxR1 inh	mIDH1 inhibitor	PGK inhibitor	Pin1 inhibitor	HP1b binding inh
CCN(Cc1ccccc1)Cc1c(O)ccc2oc(C)c(C(=O)Nc3ccc(C)cc3C)c12	1%	-7	15%	11%	12%	-8%	-2%	3%	7%
CN(Cc1ccccc1)C(=O)c1ccccc1NC(=O)c1ccco1	0%	2	0%	-14%	2%	3%	-3%	-7%	45%
COc1ccc(CCNC(=O)C2CCCN(c3ncccn3)C2)cc1 (configuration not stated)	4%[11.4 µM]	8	-2%	-24%	17%[11.4 µM]	0%	2%	-4%	39%[activator]
O=S(=O)(/N=C(/Sc1ccccc1)c1ccccc1)c1ccccc1	3%	-2	3%	-7%	?	3%	6%	-13%	102%[activator]
Cc1csc(NC(=O)c2cc3c(C)nn(Cc4ccccc4Cl)c3s2)n1	8%	1	2%	-17%	14%	3%	-6%	47%[activator]	31%
CSc1nc2ccsc2c(=O)n1-c1ccccn1	-2%	0	3%	-5%	-2%	-2%	-2%	0%	31%
Cc1c(Cl)cccc1-n1ncc(C(=O)N2CCc3ccccc3C2)c1C1CCN(C(=O)OC(C)(C)C)CC1	2%	-2	-1%	?	15%	-10%	-7%	1%	24%
Cc1cc(=O)oc(C)c1C(=O)OC(C(=O)c1ccccc1)c1ccccc1 (configuration not stated)	-3%	-7	14%	-15%	4%	5%	i	13%	39%[activator]
Cc1nn2c(nc1=O)SCC(c1ccccc1)=N2	-11%	?	2%	6%	8%	5%	-1%	1%	32%
COc1ccc(Cl)cc1NC(=O)Cn1cnc2sc(C)c(S(=O)(=O)N3CCN(c4ccccc4OC)CC3)c2c1=O	8%[2.29 µM]	2	2%	-17%	20%	-11%	-5%	4%	8%
CS(=O)(=O)c1cccc(C(=O)Nc2cccc(-c3nc4ccccc4[nH]3)c2)c1	-3%	-1	0%	-11%	13%	-10%	-26%	0%	48%[activator]
Cc1nc2cc(NCc3cc([N+](=O)[O-])ccc3O)ccc2n1Cc1ccccc1	-3%	-1	-4%	-16%	5%	-15%	0%	-5%	21%
CCn1c(CNC(=O)c2cccc(C)c2)nnc1SCC(=O)N1CCOCC1	-1%	1	0%	-23%	4%	8%	-7%	-2%	18%
C[C@@H]1C(c2ccccc2)=NN(c2ccc(Br)cc2)[C@H]1C(=O)N1CCOC1=O	14%	-1	-1%	-24%	14%	-2%	i	10%	119%[activator]
CC[n+]1c(/C=C/N(C)c2ccccc2)oc2ccc(F)cc21	-7%[57.1 µM]	-18	-16%	-16%	?	13%	-6%	?	-3%
COc1ccccc1N1CCN(C(c2cccs2)c2nnnn2C2CCCC2)CC1 (configuration not stated)	5%	7	2%	-10%	2%	-1%	.	3%	4%
Cc1ccc(C)c(N2CCN(C(=O)c3cc4c(C)nc5ccccc5c4o3)CC2)c1	-2%	7	1%	-23%	13%	5%	i	2%	-10%[57 µM]
CCOc1ccccc1N1CCN(C(=O)NC(C)c2ccc(F)c(F)c2)CC1 (configuration not stated)	5%	0	-2%	-17%	20%	4%	3%	-5%	19%
O=C(Nc1ccc2oc(-c3ccncc3)nc2c1)c1ccccc1F	96%[activator]	6	0%	-16%	11%	1%	-1%	-2%	14%
Cc1ccc(S(=O)(=O)N(CC(=O)Nc2ccccc2C(=O)O)c2ccc(Cl)cc2)cc1	-22%[57.1 µM]	3	0%	-18%	9%[57.1 µM]	5%	i	-13%	41%[activator]
CCCc1cnc(N2CCN(S(=O)(=O)c3cccs3)CC2)nc1	1%	3	0%	-12%	12%	9%	6%	1%	17%
O=c1oc(-c2ccccc2Cl)nc2ccsc12	1%	34	-9%	-20%	?	1%	-4%	4%	45%
COc1cc(C(=O)N(Cc2ccc(N(C)C)cc2)C2CCS(=O)(=O)C2)cc(OC)c1OC (configuration not stated)	-9%	-11	29%	-13%	0%	3%	-4%	-3%	-17%
CC(=O)NC(c1cc(Cl)c2cccnc2c1O)C(C)C (configuration not stated)	-3%	-6	11%	.	9%	.	4%	0%	32%
O=C(NCc1ccccc1)C(c1ccco1)N(C(=O)c1csnn1)c1ccccc1 (configuration not stated)	-5%	4	5%	?	3%	-7%	-1%	-4%	1%
CCc1c(Nc2ccccc2Cl)nc(N)[nH]c1=O	9%[2.29 µM]	-6	-2%	1%	21%[2.29 µM]	0%	-7%	-16%	-7%[57 µM]
COc1cc(C(CCN2CCCC2)c2c(OC)cc(OC)c3c(C)cc(=O)oc23)cc(OC)c1OC (configuration not stated)	-2%&-4%	-4	15%	-17%	-6%&-2%	-4%	-9%	1%&1%	-2%&29%
C=CCN(C(=O)c1csnn1)C(C(=O)NCc1ccc(F)cc1)c1ccccc1 (configuration not stated)	-5%[57.1 µM]	-4	-1%	1%	-7%[57.1 µM]	3%	-8%	-14%	43%[activator]
CC(O)CNc1ncnc2nc[nH]c12 (configuration not stated)	-6%	2	-10%	-10%	-11%	1%	i	-3%	41%[activator]
COc1ccc(S(=O)(=O)N(C)c2ccc(C(=O)N3CCN(c4ccccc4)CC3)cc2)cc1OC	5%	-3	6%	-17%	12%	0%	4%	2%	-16%
COc1ccc(OC)c(CNS(=O)(=O)c2ccc3c(c2)oc(=O)n3C)c1	0%	-1	-1%	-13%	9%	.	.	-8%	49%[activator]
Cc1cn(CC(=O)c2ccccc2)c2ccccc12	-7%	2	3%	2%	-2%	0%	5%	7%	47%[activator]
Nc1nc(NC(=O)c2ccccc2Cl)nn1-c1ccccc1	6%	0	1%	-11%	12%	0%	-1%	-3%	9%
CCN(CC)C(=O)c1sc2nc(Cc3ccccc3)[nH]c(=O)c2c1C	2%[57.1 µM]	-2	-13%	6%	14%[57.1 µM]	0%	-8%	2%	2%
CCCCNC(=O)c1cnn2c(C)c(Cc3c(C)cc(C)cc3C)c(C)nc12	3%[57.1 µM]	2	3%	-19%	-8%[57.1 µM]	10%	14%	?	58%[activator]
O=C(CN1CCN(S(=O)(=O)c2ccccc2)CC1)Nc1ccnn1C1CCCC1	5%	-4	-2%	-12%	8%	14%	1%	9%	54%[activator]
CC(C)=C1SC(N2CCN(Cc3ccccc3)CC2)=NC1=O	8%	5	5%	2%	9%	1%	10%	-7%	19%
C=CCNC(=O)c1ccc(-c2nc3ccccc3nc2-c2ccccc2)cc1	8%	4	-1%	-17%	-6%	-9%	-9%	1%	-23%
CC1CCCC(C)N1C(=C(Cl)Cl)C(=C1SCCS1)[N+](=O)[O-] (configuration not stated)	7%[57.1 µM]	-1	2%	-19%	16%[57.1 µM]	0%	8%	0%	?
CC(=O)OC1CC[C@@]2(C)C(CCC3C2CC(=O)[C@@]2(C)C3CC3CC(C)=CC(=O)C32)C1 (some centres not stated)	0%[2.29 µM]	-3	-1%	?	5%[2.29 µM]	-9%	i	2%	9%
CC1CCC2(CC1)NC(=O)N(CC(=O)Nc1nc(-c3ccc(F)cc3)cs1)C2=O (configuration not stated)	-7%	-5	9%	8%	-2%	-1%	-2%	31%[activator]	12%
O=C(Nc1cccc([N+](=O)[O-])c1)c1ccc2nc(N3C(=O)CCC3=O)sc2c1	-11%	2	.	-19%	-3%	-1%	5%	?	7%
Cc1c(NC(=O)c2ccc(-c3cccc([N+](=O)[O-])c3)o2)cccc1-c1nc2cc(Cl)ccc2o1	1%	1	-11%	-18%	?	-3%	3%	?	32%
CN1OC[C@@H]2CN(Cc3ccccc3)[C@H](c3cccc(N4CCOCC4)c3)C[C@@H]21	3%	2	29%	-15%	31%	-10%[38.3 µM]	-8%	-1%	13%
Cc1ccccc1C1c2[nH]c3ccccc3c2C[C@H]2C(=O)N(c3ccccc3C(=O)NCCCN3CCOCC3)C(=O)N12 (some centres not stated)	2%	0	7%	10%	1%	-13%	1%	3%	-1%
Cc1cccc(-c2nnc(SCC(=O)N3c4ccccc4CCc4ccccc43)n2C)c1	-6%[11.4 µM]	-12	8%	-14%	-5%	6%	i	7%	19%
C=CCC(CC=C)(CNC(=O)C(=O)Nc1cccc(C(F)(F)F)c1)c1ccccc1	-12%	-4	-12%	-6%	9%	11%	-6%	5%	53%[activator]
COc1ccc(-c2nc(CS(=O)CC(=O)N3CCOCC3)c(C)o2)cc1OC (configuration not stated)	3%	3	1%	-6%	?	10%	11%	-2%	34%
Nc1nonc1-n1nnc(C(=O)N/N=C/c2ccc(OCc3ccccc3F)cc2)c1CN1CCCCC1	2%	3	10%	-24%	-3%	-5%	-4%	3%	11%[57 µM]
CCOc1ccc(NC(=O)Cn2c(=O)n(Cc3ccccc3)c(=O)c3sc4ccccc4c32)cc1	2%	-2	-1%	-3%	3%	-5%	-3%	2%	61%[activator]
Cc1cc(C)cc(NC(=O)c2cc(=O)c3ccccc3o2)c1	2%[57.1 µM]	3	-4%	-27%	7%[57.1 µM]	1%	-1%	-9%	-12%

High-throughput results as filed in PubChem.
